AmpC no deterg – blocks E. coli AmpC beta-lactamase in detergent-free assay; hit rate 0.52% among 330,000; P00811; Potency, µM (series often up to 57.1 µM), without a hit: top-dose activity change, negative = inhibition, usual class: inhibitors; AID 485341; AmpC nitrocefin hydrolysis, absorbance 480 nm, 0.0001% Triton;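 further: potency means the concentration at half of the fitted maximal effect; plate controls were no compound for no effect and no enzyme for full effect; nearly all actives have a fitted effect of over 20% in size; some results filed as inactive show a strong effect at the top dose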
Target sequence (P00811 whole entry, looked up): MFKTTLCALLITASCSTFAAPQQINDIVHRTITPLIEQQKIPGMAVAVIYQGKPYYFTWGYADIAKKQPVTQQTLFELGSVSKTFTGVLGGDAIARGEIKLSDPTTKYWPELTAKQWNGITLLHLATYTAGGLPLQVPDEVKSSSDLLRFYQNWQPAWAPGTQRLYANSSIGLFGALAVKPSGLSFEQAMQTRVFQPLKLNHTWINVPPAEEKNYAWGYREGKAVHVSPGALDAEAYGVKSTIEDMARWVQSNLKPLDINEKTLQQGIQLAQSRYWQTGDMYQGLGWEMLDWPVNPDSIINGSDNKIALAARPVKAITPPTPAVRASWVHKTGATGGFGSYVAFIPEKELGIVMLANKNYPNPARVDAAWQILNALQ
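AmpC (5.3 nM in the dispensed reagent) in 20 mM phosphate pH 7.0 with 0.01% (detergent screen) or 0.0001% Triton X-100 was preincubated with compounds for 15 min at room temperature. Nitrocefin was then added from an 800 uM solution, and hydrolysis was followed at 480 nm.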
Sm TGR inh – S. mansoni TGR enzyme inhibition; purified TGR, DTNB reduction, TNB absorbance 405 nm; Potency, µM (series often up to 114 µM), inactives show at the top dose activity change, negative = inhibition, most hits filed as inhibitors; hit rate 3% among 360,000; further: potency means the concentration at half of the fitted maximal effect; nearly all actives have a fitted effect of over 60% in size
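TGR 20 nM + NADPH 100 uM (dispensed conc.), cpd preinc 15 min RT; start with NADPH (500 uM addition) then DTNB (15 mM addition). Kinetic TNB absorbance, 405 nm filter. Four-parameter Hill fit across titration.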
AmpC inh detg – AmpC beta-lactamase inhibition with detergent present. AmpC hydrolysis of nitrocefin, absorbance 480 nm, 0.01% Triton. hit rate 0.041% among 370,000. Potency, µM (titrated, usually from 114 µM), for the others: at the highest dose activity change, negative = inhibition, actives largely listed as inhibitors. P00811. AID 485294;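 further: potency means the concentration at half of the fitted maximal effect; 0% = no-compound wells and -100% = no-enzyme wells; nearly all actives have a fitted effect of over 25% in size; some results filed as inactive show a strong effect at the top dose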
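20 mM phosphate pH 7.0 + 0.01% (detergent screen) or 0.0001% Triton X-100; 5.3 nM AmpC reagent; cpd preinc 15 min RT; nitrocefin (800 uM stock) to start; A480 q20 s × 4 min; Activity was normalised to no-enzyme and no-compound control wells.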
LmPK inh – blocks Leishmania mexicana pyruvate kinase activity; Q27686; purified LmPK, Kinase-Glo ATP luminescence, 1 h; Potency, µM (titrated, usually from 57.5 µM), for the others: top-dose activity change, negative = inhibition, usual class: inhibitors; hit rate 0.37% among 290,000; AID 1721; further: potency means the concentration at half of the fitted maximal effect
Target sequence (Q27686 whole entry, looked up): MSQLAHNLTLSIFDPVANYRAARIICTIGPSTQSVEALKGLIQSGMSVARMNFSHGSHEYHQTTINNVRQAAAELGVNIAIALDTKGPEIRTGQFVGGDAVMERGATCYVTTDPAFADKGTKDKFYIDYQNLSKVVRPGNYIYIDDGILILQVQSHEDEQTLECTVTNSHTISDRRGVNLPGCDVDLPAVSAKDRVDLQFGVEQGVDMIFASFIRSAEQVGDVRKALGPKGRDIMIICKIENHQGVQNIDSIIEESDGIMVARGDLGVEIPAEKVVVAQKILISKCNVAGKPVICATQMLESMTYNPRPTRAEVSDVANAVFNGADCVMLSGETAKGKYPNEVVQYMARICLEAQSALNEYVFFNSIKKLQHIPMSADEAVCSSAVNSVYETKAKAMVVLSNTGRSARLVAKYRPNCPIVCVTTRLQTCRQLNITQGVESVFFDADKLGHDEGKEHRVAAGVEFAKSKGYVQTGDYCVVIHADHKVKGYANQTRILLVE
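0.1 nM LmPK, 0.5 mM PEP, 0.1 mM ADP; 50 mM imidazole pH 7.2, 7 mM MgCl2, 50 mM KCl; 1 h RT. Kinase-Glo luminescence readout, normalized to no-enzyme (full inhibition) and uninhibited wells.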
TbPYK inhibitor – inhibitors of Trypanosoma brucei pyruvate kinase; Q57TT1; TbPYK enzyme, Kinase-Glo Plus ATP luminescence, 45 min; Potency, µM (top dose mostly 76.8 µM), for the others: top-dose activity, negative = inhibition, hits mostly inhibitors; hit rate 0.12% among 410,000; further: potency means the concentration at half of the fitted maximal effect; nearly all actives have a fitted effect of over 50% in size
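TbPYK + substrate in 50 mM TEA pH 7.2, 100 mM KCl, 10 mM MgCl2, 0.05% BSA, 0.01% Tween-20; cpd pinned; ADP 130 uM final; 45 min RT; Kinase-Glo Plus 10 min; luminescence endpoint.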
HCMV inh – inhibitors of human cytomegalovirus | HFF cells, HCMV-luciferase reporter, 72 h; active compounds read low | activity change, negative = inhibition, % at 57.5 µM | hit rate 4.5% among 410,000; in the data active means activity change below about -60%; inconclusive means no clear call, values can overlap the other calls; inactive means above about -39%
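Cell-based, HFFs, 1000 cells/well, 16 h 37C; cpds in DMSO + HCMV-luc, MOI 1 PFU/cell; 72 h 37C; OneGlo luminescence after 5 min RT; norm. to buffer vs Salinomycin 10uM.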
AMA1 RON2 block – AMA1-RON2 (P. falciparum) interaction inhibition | hit rate 0.2% among 360,000 | AlphaScreen AMA1-biotinylated RON2 peptide binding | Potency, µM (top dose mostly 58.2 µM), inactives show at the top dose activity change, negative = inhibition, actives largely listed as inhibitors | AID 720542;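 further: potency means the concentration at half of the fitted maximal effect; 0% = vehicle wells and -100% = peptide control; nearly all actives have a fitted effect of over 45% in size; some results filed as inactive show a strong effect at the top dose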
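AMA1 (3D7) with his tag at 25 nM final met compounds first, then biotinylated RON2 peptide at 25 nM; detection used donor plus acceptor beads, 10 µg/mL apiece, read by AlphaScreen after 30 min at room temperature.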
* = called active by the depositor; [ ] = another dose, or the depositor's remark. Unless noted, the call rests on the fitted dose curve; in most records, active means well fitted curve in the direction sought with a large enough effect; inconclusive means small, poorly fitted or top-dose-only effect, or another doubt; inactive means no such curve, though single readings can be large; an effect the other way counts as inactive or inconclusive. Unless noted, on the % scale 0 is the no-effect control and ±100 the full control effect.

Results for CCOc1ccc(S(=O)(=O)NCC2(N3CCCCC3)CCCCC2)cc1 ?
AmpC no deterg: -22%; Sm TGR inh: -1%; AmpC inh detg: -17%; TbPYK inhibitor: 4%; HCMV inh: 9; AMA1 RON2 block: 8%

What do the screens show for `CSc1nnc(-c2cc(-c3ccc(C)cc3)nc3ccccc23)o1`?
AmpC no deterg: -43%; Sm TGR inh: -7%; AmpC inh detg: -4%; LmPK inh: 3%; TbPYK inhibitor: -3%; HCMV inh: -14; AMA1 RON2 block: 17%

Results for CCOC(=O)c1c(-c2ccccc2)csc1NC(=O)c1nc(S(=O)(=O)CC)ncc1Cl ?
Sm TGR inh: 2µM*; AmpC inh detg: 13%; TbPYK inhibitor: 0%; HCMV inh: -98*

Results for Cc1ccc(C2=NN(C(=O)CSc3nc(N)cc(N)n3)C(c3ccco3)C2)cc1 (centres undefined) ?
AmpC no deterg: -41%; Sm TGR inh: -18%; AmpC inh detg: -15%; LmPK inh: 3%; TbPYK inhibitor: 8%; HCMV inh: -27; AMA1 RON2 block: -8%

What do the screens show for `COc1ccc(OC)c(CNc2ccc3c(c2)CCC3)c1`?
AmpC no deterg: -20%; Sm TGR inh: inconclusive; AmpC inh detg: 1%; LmPK inh: -1%; TbPYK inhibitor: -4%; HCMV inh: 5; AMA1 RON2 block: -7%

How did CCCCSc1nc(C)cc(SCC(=O)N/N=C/c2ccccc2)n1 do in these assays?
AmpC no deterg: -18%; Sm TGR inh: 9%; AmpC inh detg: -12%; LmPK inh: -1%; TbPYK inhibitor: -4%; HCMV inh: -18; AMA1 RON2 block: -19%

What do the screens show for `CC(CNCc1ccc2c(c1)OCO2)NCc1ccc2c(c1)OCO2` (centres undefined)?
AmpC no deterg: -12%; Sm TGR inh: -15%; AmpC inh detg: inconclusive; LmPK inh: 9%; TbPYK inhibitor: 5%; HCMV inh: 4; AMA1 RON2 block: 46%[activator]

What do the screens show for `COc1cc(C(=O)OCC(=O)NC23CC4CC(CC(C4)C2)C3)cc(OC)c1OC`?
AmpC no deterg: 45%; Sm TGR inh: -5%; AmpC inh detg: -22%; TbPYK inhibitor: -5%; HCMV inh: inconclusive; AMA1 RON2 block: -4%

How did Cc1ccc(-c2cnc(C3CC3)o2)cc1S(=O)(=O)Nc1ccccc1 do in these assays?
AmpC no deterg: -38%; Sm TGR inh: 5%; AmpC inh detg: 0%; LmPK inh: -11%; TbPYK inhibitor: 2%; AMA1 RON2 block: -3%

What do the screens show for `Cc1ccc(OCC(=O)Nc2ccc3nc(SCC(=O)N4CCCC4)sc3c2)cc1`?
Sm TGR inh: 0%; AmpC inh detg: 19%; TbPYK inhibitor: -10%; HCMV inh: 1

What do the screens show for `COc1ccc(C(=O)c2ccc(N3CCOCC3)cc2)c(OC)c1`?
AmpC no deterg: 38%; Sm TGR inh: inconclusive; AmpC inh detg: 2%; LmPK inh: 4%; TbPYK inhibitor: 1%; HCMV inh: 113; AMA1 RON2 block: 15%

How did CNC(=O)NC(=O)C(C)OC(=O)c1cc2c(s1)CCCCC2 (centres undefined) do in these assays?
AmpC no deterg: -23%; Sm TGR inh: -1%; AmpC inh detg: inconclusive; LmPK inh: 1%; TbPYK inhibitor: 0%; HCMV inh: -20; AMA1 RON2 block: 9%[2.32 µM]

What do the screens show for `CC(C)(C)C(=O)/C=c1\s/c(=C\c2ccc(-c3ccc([N+](=O)[O-])cc3)o2)c(=O)n1CC(=O)NC(N)=O`?
AmpC no deterg: -22%; Sm TGR inh: inconclusive; AmpC inh detg: 8%; LmPK inh: -2%; TbPYK inhibitor: -5%; HCMV inh: 72; AMA1 RON2 block: -9%

What do the screens show for `COc1cccc(N2CCN(C(=O)c3ccc(CS(=O)c4cccc(Cl)c4)o3)CC2)c1` (centres undefined)?
Sm TGR inh: -32%; AmpC inh detg: 11%; TbPYK inhibitor: -1%; HCMV inh: -69*

How did CN(C#N)c1nccc(-c2cccs2)n1 do in these assays?
AmpC no deterg: -14%; Sm TGR inh: -1%; AmpC inh detg: -11%; LmPK inh: 4%; TbPYK inhibitor: 13%; HCMV inh: 13; AMA1 RON2 block: 0%

How did COc1cccc(CNC(=O)c2ccc3nc(N4CCCCC4)sc3c2)c1OC do in these assays?
Sm TGR inh: 0%; AmpC inh detg: 21%; TbPYK inhibitor: 2%; HCMV inh: 14

Results for Cc1ccc(S(=O)(=O)N2CC(O)CC2C(=O)Nc2ccc3c(c2)CCC3)cc1 (centres undefined) ?
AmpC no deterg: 17%; Sm TGR inh: 0%; AmpC inh detg: 1%; LmPK inh: 5%; TbPYK inhibitor: -1%; HCMV inh: 57; AMA1 RON2 block: 5%

What do the screens show for `O=C(NCc1ccco1)C(=O)NCC1OCCN1C(=O)c1ccc(Cl)cc1` (centres undefined)?
AmpC no deterg: -9%; Sm TGR inh: 18µM*; AmpC inh detg: 7%; LmPK inh: 4%; TbPYK inhibitor: 0%; HCMV inh: -10; AMA1 RON2 block: 27%

What do the screens show for `O=C(O)c1nn(-c2ccccc2)c(-c2ccccc2)c1C(=O)c1ccccc1`?
AmpC no deterg: -13%; Sm TGR inh: -15%; AmpC inh detg: inconclusive; LmPK inh: 1%; TbPYK inhibitor: 12%; HCMV inh: -15; AMA1 RON2 block: -6%

How did CCS(=O)(=O)c1ncc(N(Cc2ccco2)Cc2sccc2C)c(C(=O)Nc2ccc(C)cc2C)n1 do in these assays?
Sm TGR inh: 2%; AmpC inh detg: 18%; TbPYK inhibitor: 1%; HCMV inh: -13

How did Cc1cc(C)cc(N(CCC(=O)O)S(=O)(=O)c2ccc3ccccc3c2)c1 do in these assays?
AmpC no deterg: -22%; Sm TGR inh: -1%; AmpC inh detg: 5%; LmPK inh: 5%; TbPYK inhibitor: 4%; HCMV inh: inconclusive; AMA1 RON2 block: -5%

How did C=CCOC(=O)CCCC(=O)NC1CCCCC1 do in these assays?
AmpC no deterg: -9%; Sm TGR inh: 5%; AmpC inh detg: inconclusive; LmPK inh: -3%; TbPYK inhibitor: 1%; HCMV inh: -3; AMA1 RON2 block: 5%

Results for CCOC(=O)C(CCC(=O)O)(CCC(C)C)c1csc(N)n1 (centres undefined) ?
AmpC no deterg: -11%; Sm TGR inh: 4%; AmpC inh detg: -3%; LmPK inh: -1%; TbPYK inhibitor: 7%; HCMV inh: -32; AMA1 RON2 block: -3%

How did CCOc1ccc(NC(=O)CN(c2ccccc2OCC)S(=O)(=O)c2ccccc2)cc1 do in these assays?
Sm TGR inh: 8%; AmpC inh detg: 10%; TbPYK inhibitor: -2%; HCMV inh: -23

What do the screens show for `Cc1cc(Br)ccc1SCC(=O)OCC(=O)NC1CC1`?
AmpC no deterg: -3%; Sm TGR inh: inconclusive; AmpC inh detg: 7%; LmPK inh: 1%; TbPYK inhibitor: -1%; HCMV inh: 40; AMA1 RON2 block: 0%

What do the screens show for `OC(CN1CCN(Cc2ccccc2)CC1)c1ccc(Br)cc1` (centres undefined)?
TbPYK inhibitor: 6%; HCMV inh: -15; AMA1 RON2 block: -19%

How did S=C(Nc1ccc(Cl)cc1)NN1CCOCC1 do in these assays?
AmpC no deterg: -10%; Sm TGR inh: inconclusive; AmpC inh detg: inconclusive; LmPK inh: -5%; TbPYK inhibitor: -8%; HCMV inh: -15; AMA1 RON2 block: 26%

Results for COc1cccc(NC(=O)Cn2c(=O)n(Cc3ccc(F)cc3)c(=O)c3sc4ccccc4c32)c1 ?
Sm TGR inh: 0%; AmpC inh detg: 13%; TbPYK inhibitor: -9%; HCMV inh: inconclusive

What do the screens show for `CCOC(=O)c1cc(NC(=O)CC(C)(C)CC(=O)O)ccc1N1CCCCC1`?
AmpC no deterg: -6%; Sm TGR inh: 9%; AmpC inh detg: -2%; LmPK inh: 9%; TbPYK inhibitor: -7%; HCMV inh: 7; AMA1 RON2 block: 6%

Results for N=P(N1CCOCC1)(N1CCOCC1)C12CC3CC(CC(C3)C1)C2 ?
AmpC no deterg: -11%; Sm TGR inh: -1%; AmpC inh detg: inconclusive; LmPK inh: -2%; TbPYK inhibitor: -7%; HCMV inh: 53; AMA1 RON2 block: 2%

Results for COc1ccccc1C(O)P(=O)(OC(C)C)c1ccc(N(C)C)cc1 (centres undefined) ?
AmpC no deterg: 4%; Sm TGR inh: -7%; AmpC inh detg: inconclusive; LmPK inh: -3%; TbPYK inhibitor: 2%; HCMV inh: -25; AMA1 RON2 block: 2%

How did O=C(COc1ccc(F)c(Cl)c1)N1CCCCCCC1 do in these assays?
AmpC no deterg: 13%; Sm TGR inh: 0%; AmpC inh detg: inconclusive; LmPK inh: 4%; TbPYK inhibitor: 3%; HCMV inh: 6; AMA1 RON2 block: 0%

An excerpt from above in order of count of non-hydrogen atoms, descending.
How did CCS(=O)(=O)c1ncc(N(Cc2ccco2)Cc2sccc2C)c(C(=O)Nc2ccc(C)cc2C)n1 do in these assays?
Sm TGR inh: 2%; AmpC inh detg: 18%; TbPYK inhibitor: 1%; HCMV inh: -13

How did COc1cccc(CNC(=O)c2ccc3nc(N4CCCCC4)sc3c2)c1OC do in these assays?
Sm TGR inh: 0%; AmpC inh detg: 21%; TbPYK inhibitor: 2%; HCMV inh: 14

Results for COc1ccccc1C(O)P(=O)(OC(C)C)c1ccc(N(C)C)cc1 (centres undefined) ?
AmpC no deterg: 4%; Sm TGR inh: -7%; AmpC inh detg: inconclusive; LmPK inh: -3%; TbPYK inhibitor: 2%; HCMV inh: -25; AMA1 RON2 block: 2%

How did CNC(=O)NC(=O)C(C)OC(=O)c1cc2c(s1)CCCCC2 (centres undefined) do in these assays?
AmpC no deterg: -23%; Sm TGR inh: -1%; AmpC inh detg: inconclusive; LmPK inh: 1%; TbPYK inhibitor: 0%; HCMV inh: -20; AMA1 RON2 block: 9%[2.32 µM]

How did S=C(Nc1ccc(Cl)cc1)NN1CCOCC1 do in these assays?
AmpC no deterg: -10%; Sm TGR inh: inconclusive; AmpC inh detg: inconclusive; LmPK inh: -5%; TbPYK inhibitor: -8%; HCMV inh: -15; AMA1 RON2 block: 26%
